HKDC1 inhibitor: inhibitors of human hexokinase HKDC1; recombinant HKDC1, G6PDH/diaphorase resazurin coupled fluorescence; inhibition, % at 20 µM; 340,000 tested, 0.16% active; AID 493160;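 active = inhibition above about 35% when tested at 20 µM, limit read from the data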;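 note: plate controls were DMSO wells with enzyme for no effect and DMSO wells lacking enzyme for full effect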
Target sequence (Q2TB90 whole entry, looked up): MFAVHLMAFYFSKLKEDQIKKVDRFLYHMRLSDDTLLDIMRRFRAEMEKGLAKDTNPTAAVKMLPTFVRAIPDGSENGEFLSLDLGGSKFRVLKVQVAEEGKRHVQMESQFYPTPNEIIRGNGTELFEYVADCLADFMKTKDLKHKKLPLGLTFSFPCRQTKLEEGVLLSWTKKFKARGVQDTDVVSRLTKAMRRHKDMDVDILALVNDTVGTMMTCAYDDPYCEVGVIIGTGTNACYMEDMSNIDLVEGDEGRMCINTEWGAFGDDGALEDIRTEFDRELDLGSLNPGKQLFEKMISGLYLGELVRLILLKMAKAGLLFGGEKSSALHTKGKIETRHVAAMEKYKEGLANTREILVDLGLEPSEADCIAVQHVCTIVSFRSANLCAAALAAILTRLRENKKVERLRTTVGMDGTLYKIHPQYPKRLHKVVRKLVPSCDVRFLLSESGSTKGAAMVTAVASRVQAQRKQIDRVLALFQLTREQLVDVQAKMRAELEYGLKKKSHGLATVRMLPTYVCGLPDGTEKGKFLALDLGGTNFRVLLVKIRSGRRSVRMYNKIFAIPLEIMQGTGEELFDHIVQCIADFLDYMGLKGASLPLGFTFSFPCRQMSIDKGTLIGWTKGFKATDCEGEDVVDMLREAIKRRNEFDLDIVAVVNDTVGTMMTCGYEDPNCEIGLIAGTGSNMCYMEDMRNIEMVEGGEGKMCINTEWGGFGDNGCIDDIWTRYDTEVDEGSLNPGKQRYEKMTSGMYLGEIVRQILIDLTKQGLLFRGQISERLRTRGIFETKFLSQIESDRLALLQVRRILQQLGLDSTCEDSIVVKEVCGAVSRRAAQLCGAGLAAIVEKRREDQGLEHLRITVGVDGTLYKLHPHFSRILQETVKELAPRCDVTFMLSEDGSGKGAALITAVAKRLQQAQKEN
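Assay system – recombinant HKDC1 (HK5) hexokinase enzyme, produced in-house · Input – HKDC1 at 5 µg/mL · Reagent – glucose plus 1 mM ATP as hexokinase substrates · Timing – 90 min reaction incubation at room temperature, dark · Measured by – G6PDH/diaphorase-coupled fluorescence, 1 mM NADP, 100 µM resazurin, 525/613 nm · Benchmarks – DMSO-enzyme wells negative, buffer-substituted wells positive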
beta cell repl: MIN6 beta-cell proliferation induction; 330,000 tested, 0.29% active; MIN6 cells proliferation, ATPlite luminescence, 48 h; cells starved in 0.2% serum; 100% = growth in 10% serum; proliferation, % at 10 µM;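 active = compounds whose signal lies at least 3.5 SD above the mean of all wells on their plate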;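 note: 0% = DMSO-treated cells in low-serum medium and 100% = 10% serum control; some compounds called inactive have numbers as strong as hits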
SENP8 block-1: blocks the human protease SENP8; Q96LD8; purified SENP8, Z-RLRGG-aminoluciferin cleavage, luminescence; inhibition, % at 10 µM; 330,000 tested, 1.2% active; AID 2540; in the data active = inhibition above about 50%
UBC13 inh: inhibitors of human UBC13 polyubiquitin chain formation. AID 485273. 330,000 tested, 0.47% active. inhibition, % at 20 µM. TR-FRET. P61088; in the data active = inhibition above about 45%, passing the limit was not always enough; inconclusive = no clear call, values can overlap the other calls
Target sequence (P61088 whole entry, looked up): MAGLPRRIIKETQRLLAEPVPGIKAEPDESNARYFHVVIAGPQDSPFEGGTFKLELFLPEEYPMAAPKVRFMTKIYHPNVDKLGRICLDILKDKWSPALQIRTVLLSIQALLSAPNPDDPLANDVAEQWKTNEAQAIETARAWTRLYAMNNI
SENP7 block: SENP7 protease inhibition. Q9BQF6. recombinant SENP7, Z-RLRGG-aminoluciferin luminescence, 40 min. inhibition, % at 5 µM. 330,000 tested, 1.5% active;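 active = inhibition above about 50% at the single test dose, limit read from the data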;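 note: plate controls were DMSO with enzyme for no effect and no enzyme buffer wells for full effect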
SENP6 inh: SENP6 protease inhibition | Q9GZR1 | Recombinant SENP6 catalytic domain, aminoluciferin luminescence | inhibition, % at 10 µM | 330,000 tested, 1.8% active | AID 2599;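 active = inhibition above about 50% at the single tested dose, limit read from the data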;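 note: plate controls were DMSO wells with enzyme for no effect and DMSO wells lacking enzyme for full effect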
SENP1 FRET inh: blocks the human SENP1 SUMO protease catalytic domain. 360,000 tested, 0.21% active. recombinant SENP1 catalytic domain, CyPet-SUMO1-YPet FRET cleavage. AID 624204. inhibition, % at 10 µM. Q9P0U3;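 active = inhibition at least 30% at 10 µM, raw YFP signal under a set limit, fluorescence ratio 0.5 to 1.5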;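 note: 0% = enzyme with DMSO and 100% = no enzyme wells; some results filed as inactive read as strong as hits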
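Material – human SENP1 catalytic domain · Input – SENP1 enzyme, 20 pM final · Compound dosing – single concentration of 10 µM compound, 0.5% DMSO final · Timing – enzyme reaction for 50 min at room temperature, dark · Measured by – FRET fluorescence in CFP and YFP emission channels · Control set – no-enzyme wells low, DMSO-plus-enzyme wells high control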
SENP8 block-2: inhibitors of human SENP8 protease | 360,000 tested, 0.64% active | inhibition, % at 20 µM | recombinant SENP8, Nedd8 substrate fluorescence | Q96LD8 | AID 602440; in the data active = inhibition mostly above about 40%, no sharp cut-off; inactive = mostly below about 27%
PfG6PD inh: PfG6PD (Plasmodium falciparum) enzyme inhibition; PfGluPho enzyme, NADPH resazurin-diaphorase fluorescence; inhibition, % at 20 µM; 350,000 tested, 0.78% active;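 active = inhibition reaching at least a set limit at 20 µM in the primary screen, cut at about 59% in these data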;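 note: 0% = DMSO wells with substrate and 100% = DMSO wells lacking glucose-6-phosphate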
An asterisk follows results filed as active. Rows are unselected; overall some 4% were active at least once.

Screening COc1cc(NC(=O)C/C(C)=N/NC(=O)c2ccccn2)c(OC)cc1Cl returned HKDC1 inhibitor -8, beta cell repl -2, SENP8 block-1 -7, UBC13 inh -6, SENP7 block -8, SENP6 inh -10, SENP1 FRET inh 1, SENP8 block-2 10 and PfG6PD inh -57.
Screening O=C(NCCCN1CCOCC1)c1cc2nc(-c3ccco3)cc(C(F)(F)F)n2n1 returned HKDC1 inhibitor -1, beta cell repl 0, SENP8 block-1 2, UBC13 inh -1, SENP7 block 2, SENP6 inh -1, SENP1 FRET inh -80, SENP8 block-2 -326 and PfG6PD inh -5.
CCOC(=O)CSc1cc(CS(C)(=O)=O)nc(-c2ccccn2)n1 was read as HKDC1 inhibitor 1, beta cell repl -2, SENP8 block-1 -7, UBC13 inh -4, SENP7 block -9, SENP6 inh -1, SENP1 FRET inh 2, SENP8 block-2 4 and PfG6PD inh 4.
O=C(Cc1ccc(Br)cc1)Nc1ccccc1N1CCCC1 was read as HKDC1 inhibitor 0, beta cell repl 0, SENP8 block-1 -5, UBC13 inh 7, SENP7 block -5, SENP6 inh -12, SENP1 FRET inh -3, SENP8 block-2 6 and PfG6PD inh -10.
`CCCCCCCCNCCS(=O)(=O)NCc1ccccc1OC` gave HKDC1 inhibitor 2, SENP1 FRET inh 1, SENP8 block-2 9 and PfG6PD inh 2.
Screening COC(=O)c1c(-c2ccc(OC)cc2)sc2cc(OC)c(OC)cc12 returned HKDC1 inhibitor -1, beta cell repl -3, SENP8 block-1 1, UBC13 inh inconclusive, SENP7 block 5, SENP6 inh -9, SENP1 FRET inh -4, SENP8 block-2 inactive and PfG6PD inh 8.
For Cc1ccccc1NC(=O)/C=C/c1cccc(C(F)(F)F)c1 the results were HKDC1 inhibitor -3, beta cell repl -3, SENP8 block-1 -4, UBC13 inh 1, SENP7 block 10, SENP6 inh -11, SENP1 FRET inh 0, SENP8 block-2 34 and PfG6PD inh 13.
For O=C1NC(c2cn(-c3ccccc3)nc2-c2cccs2)C(C(=O)c2cccnc2)C(O)(C(F)(F)F)N1 (stereo not drawn) the results were HKDC1 inhibitor -3, beta cell repl 0, SENP8 block-1 -10, UBC13 inh -2, SENP7 block 2, SENP6 inh -3, SENP1 FRET inh 0, SENP8 block-2 -3 and PfG6PD inh -22.
Cc1ccc(C(=O)NNC(=O)C2CCN(Cc3ccc(Cl)c(Cl)c3)CC2)cc1 was read as HKDC1 inhibitor -4, beta cell repl -1, SENP8 block-1 -2, UBC13 inh 16, SENP7 block 2, SENP6 inh 10, SENP1 FRET inh 2, SENP8 block-2 7 and PfG6PD inh 2.
`c1cn2cc(-c3ccc4c(c3)OCO4)nc2s1` gave HKDC1 inhibitor -11, beta cell repl -5, SENP8 block-1 50*, UBC13 inh -5, SENP7 block 64*, SENP6 inh 73*, SENP1 FRET inh 1, SENP8 block-2 14 and PfG6PD inh 54.
Screening CC(C)N(C(=O)[C@H]1C[C@H](CC(=O)NCc2ccco2)C(=O)N2CCc3c([nH]c4cc(-c5ccco5)ccc34)[C@]12C)C(C)C returned HKDC1 inhibitor 7, SENP7 block 2, SENP1 FRET inh -13, SENP8 block-2 -336 and PfG6PD inh 27.
For CC1CN(C(=O)c2ccncc2)CC(C)O1 (stereo not drawn) the results were HKDC1 inhibitor -16, beta cell repl 0, SENP8 block-1 -7, UBC13 inh -13, SENP7 block -1, SENP6 inh -11 and PfG6PD inh 5.
COc1ccc(CN2CCCC2C(=O)Nc2ccc(OC)c(OC)c2)cc1OC (stereo not drawn) was read as HKDC1 inhibitor -5, beta cell repl 2, SENP8 block-1 -3, UBC13 inh -3, SENP7 block 64*, SENP6 inh -19, SENP1 FRET inh 3, SENP8 block-2 -4 and PfG6PD inh -14.
NC(=O)C1CCN(C(=O)CCCCCn2c(=O)[nH]c3ccsc3c2=O)CC1 was read as HKDC1 inhibitor -2, beta cell repl 1, SENP8 block-1 10, UBC13 inh 4, SENP7 block 1, SENP6 inh 19, SENP1 FRET inh 1, SENP8 block-2 24 and PfG6PD inh 2.
Screening NS(=O)(=O)c1cccc(NC(=O)COC(=O)CCc2ccccc2)c1 returned HKDC1 inhibitor -9, beta cell repl 0, SENP8 block-1 0, UBC13 inh -4, SENP7 block 6, SENP6 inh -1, SENP1 FRET inh 4, SENP8 block-2 2 and PfG6PD inh 11.
`Cc1cccc(C)c1OCc1cc(C(=O)NCC2CCCCC2)no1` gave HKDC1 inhibitor -4, beta cell repl -3, SENP8 block-1 -3, UBC13 inh 8, SENP7 block -1, SENP6 inh 1, SENP1 FRET inh 1, SENP8 block-2 16 and PfG6PD inh 15.
COc1ccc(CNCCCSc2ncccn2)cc1OC was read as HKDC1 inhibitor -5, beta cell repl 0, SENP8 block-1 14, UBC13 inh 7, SENP7 block 0, SENP6 inh -23, SENP1 FRET inh -3, SENP8 block-2 -90 and PfG6PD inh -11.
Cc1cc(NC(=O)CSc2nnc(-c3cccnc3)n2C2CCCCC2C)no1 (stereo not drawn) was read as HKDC1 inhibitor -12, beta cell repl 0, SENP8 block-1 0, UBC13 inh 6, SENP7 block -3, SENP6 inh -15, SENP1 FRET inh -1, SENP8 block-2 1 and PfG6PD inh -13.
`CCCCNc1c(-c2ccc(OC)c(SC3CCCCC3)c2)nc2cc(C)ccn12` gave HKDC1 inhibitor 2, beta cell repl -8, SENP8 block-1 4, UBC13 inh 50*, SENP7 block 3, SENP6 inh -14, SENP1 FRET inh -50, SENP8 block-2 inactive and PfG6PD inh 27.
`Cc1ccc(C(=O)NNC(=O)c2ccncc2)cc1[N+](=O)[O-]` gave HKDC1 inhibitor -7, beta cell repl -2, SENP8 block-1 0, UBC13 inh 0, SENP7 block 3, SENP6 inh -8, SENP1 FRET inh 0, SENP8 block-2 11 and PfG6PD inh -5.
Screening COC(CNC(=O)C1CCCN(S(=O)(=O)c2c(C)noc2/C=C/c2cccs2)C1)OC (stereo not drawn) returned HKDC1 inhibitor -4, beta cell repl -4, SENP8 block-1 -1, UBC13 inh -15, SENP7 block -14, SENP6 inh -5, SENP1 FRET inh 3, SENP8 block-2 -24 and PfG6PD inh 5.
For O=C(CCCC(=O)c1ccccc1)Nc1ccc(F)cc1 the results were HKDC1 inhibitor -3, beta cell repl -2, SENP8 block-1 -11, UBC13 inh 4, SENP7 block 2, SENP6 inh -39, SENP1 FRET inh 2, SENP8 block-2 19 and PfG6PD inh 13.
CCOC(=O)CCc1c(C)n(CC)c2cc(-c3ccccc3OC)nn2c1=O was read as HKDC1 inhibitor 0, beta cell repl -2, SENP8 block-1 -11, UBC13 inh 0, SENP7 block -10, SENP6 inh -9, SENP1 FRET inh -2, SENP8 block-2 -370 and PfG6PD inh 16.
Screening COc1ccc(NC(=O)CCNS(=O)(=O)c2ccc3c(c2)c(=O)n(C)c(=O)n3C)c(OC)c1 returned HKDC1 inhibitor -8, beta cell repl 0, SENP8 block-1 -5, UBC13 inh -24, SENP7 block -7, SENP6 inh -5, SENP1 FRET inh 0, SENP8 block-2 14 and PfG6PD inh 6.
`CC(=O)OCC(=O)C1(O)CCC2C3CC(F)C4=CC(=O)CCC4(C)C3C(=O)CC21C` (stereo not drawn) gave HKDC1 inhibitor -4, SENP1 FRET inh 1, SENP8 block-2 18 and PfG6PD inh -2.
Screening CCOc1cc(/C=C/c2cccc[n+]2C)ccc1OCC(=O)Nc1ccc(C)cc1 returned HKDC1 inhibitor 0, beta cell repl 0, SENP8 block-1 5, UBC13 inh 4, SENP7 block 4, SENP6 inh 3, SENP1 FRET inh -10, SENP8 block-2 -158 and PfG6PD inh 12.
`CS(=O)(=O)N(CC(=O)NCCSCc1c(F)cccc1Cl)c1ccc2c(c1)OCO2` gave HKDC1 inhibitor 4, beta cell repl 0, SENP8 block-1 -7, UBC13 inh -4, SENP7 block 0, SENP6 inh 0, SENP1 FRET inh 2, SENP8 block-2 20 and PfG6PD inh -2.
CCOc1ccc2nc(Cl)c(C3CC(c4ccco4)=NN3S(=O)(=O)c3ccccc3)cc2c1 (stereo not drawn) was read as HKDC1 inhibitor -9, beta cell repl -2, SENP8 block-1 2, UBC13 inh -10, SENP7 block 8, SENP6 inh 3, SENP1 FRET inh -7, SENP8 block-2 -113 and PfG6PD inh 22.
For CN1CCN(CC(O)COc2ccc(OCC(O)CN3CCN(C)CC3)cc2)CC1 (stereo not drawn) the results were HKDC1 inhibitor -5, beta cell repl -2, SENP8 block-1 4, UBC13 inh -2, SENP7 block 6, SENP6 inh -10, SENP1 FRET inh 2, SENP8 block-2 12 and PfG6PD inh -9.
For CCCc1cc(=O)n2[nH]c(-c3ccco3)nc2n1 the results were HKDC1 inhibitor 3, beta cell repl -5, SENP8 block-1 -19, UBC13 inh -8, SENP7 block -8, SENP6 inh -17, SENP1 FRET inh -4, SENP8 block-2 0 and PfG6PD inh -13.
Screening CC1CCN(S(=O)(=O)c2cccc(C(=O)NCc3ccco3)c2)CC1 returned HKDC1 inhibitor 4, beta cell repl 2, SENP8 block-1 2, UBC13 inh -1, SENP7 block 4, SENP6 inh 13, SENP1 FRET inh 1, SENP8 block-2 11 and PfG6PD inh -10.
CCn1c(SCC(=O)Nc2nc3ccccc3s2)nnc1-c1ccc(Br)cc1 was read as HKDC1 inhibitor -4, beta cell repl -1, SENP8 block-1 -1, UBC13 inh 1, SENP7 block -3, SENP6 inh 0, SENP1 FRET inh 1, SENP8 block-2 9 and PfG6PD inh -12.
Screening O=C(NNS(=O)(=O)c1ccc([N+](=O)[O-])cc1)c1cnn(-c2ccccc2)c1-n1cccc1 returned HKDC1 inhibitor 3, beta cell repl -1, SENP8 block-1 4, UBC13 inh -5, SENP7 block 9, SENP6 inh 9, SENP1 FRET inh 2, SENP8 block-2 5 and PfG6PD inh -3.
For Cc1cccc(-n2ncc3c2CCCC3NC(=O)Cn2cccn2)c1C (stereo not drawn) the results were HKDC1 inhibitor 7, beta cell repl 4, SENP8 block-1 0, UBC13 inh -4, SENP7 block 0, SENP6 inh 5, SENP1 FRET inh 0, SENP8 block-2 4 and PfG6PD inh -2.
CCOC(=O)c1oc2ccc(OC)cc2c1NC(=O)CN1CCN(C)CC1 was read as HKDC1 inhibitor -4, beta cell repl -2, SENP8 block-1 0, UBC13 inh 9, SENP7 block -9, SENP6 inh -7, SENP1 FRET inh 2, SENP8 block-2 -333 and PfG6PD inh -5.
O=C(CN(C(=O)c1csnn1)c1ccccc1)NCc1ccc2c(c1)OCO2 was read as HKDC1 inhibitor 1, beta cell repl 0, SENP8 block-1 -2, UBC13 inh -4, SENP7 block -12, SENP6 inh -24, SENP1 FRET inh 1, SENP8 block-2 1 and PfG6PD inh -15.
`O=C(NC1CCCCCCC1)c1ccc(S(=O)(=O)N2CCCC2)cc1` gave HKDC1 inhibitor -4, beta cell repl -2, SENP8 block-1 1, UBC13 inh -1, SENP7 block 5, SENP6 inh -1, SENP1 FRET inh 2, SENP8 block-2 12 and PfG6PD inh 25.
CCN(CC)CCNCc1ccc(Br)cc1OCC(=O)NCc1ccccc1 was read as HKDC1 inhibitor -9, beta cell repl 1, SENP8 block-1 -7, UBC13 inh 2, SENP7 block -1, SENP6 inh -13, SENP1 FRET inh 2, SENP8 block-2 15 and PfG6PD inh 1.

Screening data from PubChem BioAssay.
